# HepG2 tox = counter-screen for TGF-b inhibitors: cytotoxicity in HepG2 cells | HepG2 CAGA-GFP viability, ATP luminescence, 18 h | hit rate 0.76% among 410,000 | Potency, µM (series often up to 46.1 µM), without a hit: at the highest dose activity change, negative = cytotoxicity, actives largely listed as cytotoxic | AID 588856; also: potency is read from the fitted curve at half-maximal effect; some results filed as inactive show a strong effect at the top dose
#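 CellTiter-Glo luminescence gave cytotoxicity after 18 hours at 37 degrees C. The cells were HepG2 CAGA-GFP in 1% FBS DMEM, stimulated with 500 pg/mL TGF-beta after compound addition. %Activity was normalised to no-cell wells (complete cell-killing) and DMSO (no toxicity), and curves were fitted and classified.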
# TGFb inhibitor = inhibitors of TGF-b signaling. HepG2 CAGA-GFP TGF-b/SMAD3 reporter, GFP fluorescence, 18 h; TGF-beta stimulated, 500 pg/mL final. Potency, µM (titrated, usually from 46.1 µM), without a hit: at the top dose activity, negative = inhibition, actives largely listed as inhibitors. hit rate 1.2% among 410,000. AID 588855; also: potency is read from the fitted curve at half-maximal effect; % is scaled to controls: 0 for no effect and ±100 for the full control effect; nearly all actives have a fitted effect of over 65% in size
#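 HEPG2 CAGA-GFP cells (1000/well, DMEM with 1% FBS) were pre-incubated 2 h at 37 degrees C, given compound by pin tool, then stimulated with TGF-beta at 500 pg/mL final for 18 h before per-cell GFP fluorescence imaging.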
# Nrf2 inh = inhibitors of Nrf2 signaling | AID 504444 | hit rate 2.1% among 360,000 | Potency, µM (highest dose often 46 µM), for the others: top-dose activity change, negative = inhibition, usual class: inhibitors | A549 ARE-Fluc reporter, luciferase luminescence, 18-24 h; also: potency is read from the fitted curve at half-maximal effect; % is scaled to controls: 0 for no effect and ±100 for the full control effect; nearly all actives have a fitted effect of over 60% in size
#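 In this cell-based qHTS, ARE-driven firefly luciferase in A549 cells reports Nrf2 activity; the luminescent signal after BugLite lysis is the measured value, with a prior CellTiter-Fluor read for cell health.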
# Nrf2 activator = activators of Nrf2 (ARE) signaling; AREc32 ARE-luciferase reporter (MCF7-derived line), luminescence, 24 h; Potency, µM (doses to about 46.1 µM), without a hit: top-dose activation, most hits filed as activators; hit rate 0.31% among 410,000; also: potency is read from the fitted curve at half-maximal effect; % of control where 0% means no effect; nearly all actives have a fitted effect of over 65% in size
#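 AREc32 cells carrying an ARE-driven firefly luciferase, 1000 cells/well in OPTI-MEM with 5% FBS, dosed after overnight attachment and incubated 24 hr at 37 deg C. Steady-Glo luminescence read after 30 min at RT.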
# A549 viability = kills or reduces viability of A549 cells in Nrf2 counter-screen. Potency, µM (series often up to 46 µM), inactives show top-dose activity change, negative = cytotoxicity, actives largely listed as inhibitors. hit rate 0.16% among 390,000. A549 ARE-Fluc cells, CellTiter-Fluor viability, 18-24 h. AID 504648; also: potency is read from the fitted curve at half-maximal effect; % is scaled to controls: 0 for no effect and ±100 for the full control effect
#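 Cytotoxicity counterscreen: CellTiter-Fluor fluorescence was measured in A549 ARE_Fluc cells after 18-24 h of compound exposure in a concentration series. The subsequent BugLite luminescent read reports ARE-luciferase activity.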
# Akt phos inh = inhibitors of Akt phosphorylation. Neuro2A IGF-stimulated pAkt S473 HTRF, 20 min; hits give low values. activity change, % for hits at 50 µM. hit rate 0.32% among 360,000. AID 651550; in the data active = activity change below about -80%; inconclusive = mostly about -51% to -80%; also: % is scaled to controls: 0 for no effect and ±100 for the full control effect
#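 Neuro2A cells in DMEM with 0.5% FBS, overnight at 37 deg C, given compound at single 50 µM final, then IGF (6 nM final) for 20 min at 37 deg C. Lysed; phospho-Akt Ser473 by HTRF after 24 h, 665/615 ratio.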
# ATXN viability = viability counter-screen for ATXN expression inhibitors; AID 651635; S2 cells (HEK-293 line with an ATXN2-luciferase reporter) viability, CellTiter-Fluor protease fluorescence, 24 h; Potency, µM (top dose mostly 56.7 µM), most hits filed as cytotoxic; hit rate 0.49% among 400,000; also: potency is read from the fitted curve at half-maximal effect; nearly all actives have a fitted effect of over 40% in size
# CCT modulator = cytosolic chaperonin activity modulation. purified chaperonin ATPase assay, HTRF ADP detection, 30 min. activity change, % (test concentration not listed), hits read low. hit rate 0.3% among 360,000; in the data active = activity change below about -30%; also: % is scaled to controls: 0 for no effect and ±100 for the full control effect
#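 First, chaperonin was dispensed at 40 nM or 20 nM final depending on batch activity. Next, compounds were pinned at 76 uM and ATP added at 10 uM. After 30 min at 37 °C, ADP detection reagents ran 30 min at ambient temperature.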
# MmCpn inh = blocks the Methanococcus maripaludis chaperonin Mm-Cpn; purified Mm-Cpn ATPase, ADP Transcreener TR-FRET; Potency, µM (series often up to 76.9 µM), inactives show at the highest dose activity, negative = inhibition, hits mostly inhibitors; hit rate 0.031% among 330,000; also: potency is read from the fitted curve at half-maximal effect; % is scaled to controls: 0 for no effect and ±100 for the full control effect; nearly all actives have a fitted effect of over 80% in size
#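 Compound-treated chaperonin, 25 nM final, turns over 10 uM ATP at 37°C for 30 min following a 10 min preincubation; ADP generated competes with ADP-d2 for Eu-cryptate antibody, lowering FRET.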
# The depositor's hits bear a star; i = inactive; u = inconclusive; x = no result given. Unless noted, calls follow the shape of the dose curve; as a rule, active = well fitted curve in the direction sought with a large enough effect; inconclusive = small, poorly fitted or top-dose-only effect, or another doubt; inactive = no such curve, though single readings can be large; an effect the other way counts as inactive or inconclusive. This is a random part of the collection. About 4.4% of those tested had a hit in this group.
mol | HepG2 tox | TGFb inhibitor | Nrf2 inh | Nrf2 activator | A549 viability | Akt phos inh | ATXN viability | CCT modulator | MmCpn inh
CCOC(=O)c1ccc(NC(=O)CC2C(=O)N(c3ccc(F)cc3)C(=O)N2Cc2ccc(C)cc2)cc1 (stereo not drawn) | -24.2% | u | u | 1.0% | -7.8% | x | u | x | x
O=C1[C@@H]2C(Cc3ccc(O)cc3)NC3(C(=O)Nc4ccc(F)cc43)[C@@H]2C(=O)N1c1ccccc1 (stereo partly drawn) | 1.7% | 0.0% | 23.4% | 4.2% | 0.4% | i | i | 1.9 | 0.3%
CCOCCCn1c(=S)[nH]c2cc(C(=O)NCc3ccc(F)cc3)ccc2c1=O | -17.6% | 8.0% | -8.2% | -0.1% | 2.3% | i | i | -5.7 | -2.3%
COc1ccc(N2CCN(C3CCCCC3NS(=O)(=O)c3ccccc3)CC2)cc1 (stereo not drawn) | -18.7% | -7.8% | -23.1% | -0.2% | -10.9% | i | i | -1.5 | 1.0%
CCC(C)N(C(=O)COC(=O)c1cc([N+](=O)[O-])ccc1N)C1CCS(=O)(=O)C1 (stereo not drawn) | -47.7% | -9.9% | -1.2% | 0.1% | -14.7% | i | i | 1.2 | 0.2%
O=C(CCCN1C(=O)C2CC=CCC2C1=O)Nc1cccc(F)c1 (stereo not drawn) | -2.1% | -6.4% | -6.4% | -1.1% | 0.4% | i | i | -1.2 | -4.2%
COc1ccccc1NC(=O)C1Cc2ccccc2CN1C(=O)c1ccco1 (stereo not drawn) | -4.0% | 7.4% | 21.7% | 7.6% | -2.0% | i | i | -0.2 | -1.9%
COC(=O)c1ccccc1NC(=O)CCC(=O)N1CCOc2ccccc21 | 2.8% | -0.4% | u | 11.6% | -5.9% | x | i | x | x
CC/C(Cc1ccccc1)=N/NC(=O)c1cccc(Br)c1 | -13.0% | -0.4% | 3.0% | 2.3% | 0.0% | i | i | 0.4 | -3.7%
COc1cc(/C=N/n2c(-c3cc(C)[nH]n3)n[nH]c2=S)cc(OC)c1OC | -7.4% | -17.7% | -3.9% | -0.5% | -8.9% | i | i | -0.4 | -1.5%
Cc1ccc(C(C)C)c(OCC(=O)Nc2cccc(-c3nc4ncccc4o3)c2)c1 | 6.1% | 0.8% | u | -1.2% | -3.0% | x | 20µM* | x | x
COc1ccc(CN(C(=O)c2ccco2)c2ccccc2)cc1 | -2.4% | 19.4% | 15.2% | -1.9% | -0.2% | x | i | 1.1 | 1.8%
CC1(C)CC(=O)C2=C(C1)Nc1ccccc1[S@]2=O | 5.1% | -0.5% | 0.6% | 0.2% | -9.0% | i | i | 0.5 | -0.1%
COc1ccc(N2C(=O)CSC23CCC(C(C)(C)C)CC3)cc1 (stereo not drawn) | 1.9% | -2.1% | 2.1% | 0.1% | -7.2% | i | i | -1.1 | -19.6%
CCOC(=O)c1ccc(NC(=S)N(CCCN2CCCC2)Cc2ccco2)cc1 | -20.9% | 8.0% | 0.6% | -0.5% | -10.0% | i | i | 0.4 | -0.8%
O=C(COc1ccc([N+](=O)[O-])cc1)Nc1ccc(NC(=O)c2ccccc2)cc1 | -19.3% | -8.4% | -6.8% | 0.4% | 3.3% | i | i | -1.3 | 4.2%
Cc1ccc(S(=O)(=O)n2nc(-c3ccco3)nc2NCc2ccccc2Cl)cc1 | -0.9% | -7.3% | -4.3% | 16.7% | -0.8% | x | i | x | x
c1ccc(CN(Cc2ccccc2)C(c2ccnc3ccccc23)c2nnnn2-c2ccc3c(c2)OCCO3)cc1 (stereo not drawn) | x | x | x | 4.4% | x | i | i | 0.0 | x
CCc1cc(SC#N)ccc1N | -22.6% | 6.8% | -8.1% | u | -0.5% | i | i | 3.5 | -3.6%
O=C(NCc1cccnc1)c1cc2nc(-c3cccs3)cc(C(F)(F)Cl)n2n1 | 0.2% | 10.7% | u | -0.6% | -2.2% | i | i | 1.1 | -1.6%

# Reformatted with each value named: three of the compounds above
mol: CCOC(=O)c1ccc(NC(=S)N(CCCN2CCCC2)Cc2ccco2)cc1
  HepG2 tox: -20.9%
  TGFb inhibitor: 8.0%
  Nrf2 inh: 0.6%
  Nrf2 activator: -0.5%
  A549 viability: -10.0%
  Akt phos inh: i
  ATXN viability: i
  CCT modulator: 0.4
  MmCpn inh: -0.8%

mol: c1ccc(CN(Cc2ccccc2)C(c2ccnc3ccccc23)c2nnnn2-c2ccc3c(c2)OCCO3)cc1 (stereo not drawn)
  HepG2 tox: x
  TGFb inhibitor: x
  Nrf2 inh: x
  Nrf2 activator: 4.4%
  A549 viability: x
  Akt phos inh: i
  ATXN viability: i
  CCT modulator: 0.0
  MmCpn inh: x

mol: CC/C(Cc1ccccc1)=N/NC(=O)c1cccc(Br)c1
  HepG2 tox: -13.0%
  TGFb inhibitor: -0.4%
  Nrf2 inh: 3.0%
  Nrf2 activator: 2.3%
  A549 viability: 0.0%
  Akt phos inh: i
  ATXN viability: i
  CCT modulator: 0.4
  MmCpn inh: -3.7%

# Next section:
mol | HepG2 tox | TGFb inhibitor | Nrf2 inh | Nrf2 activator | A549 viability | Akt phos inh | ATXN viability | CCT modulator | MmCpn inh
NC(=O)COC(=O)[C@H](Cc1c[nH]c2ccccc12)NC(=O)c1ccc(F)cc1 | -0.6% | 8.2% | 5.2% | -0.2% | -2.1% | i | i | -0.6 | 2.4%
COCCNC(=O)C1(C)CCCN(Cc2c(C)nn(-c3ccccc3)c2C)C1 (stereo not drawn) | 0.8% | 4.9% | x | 0.2% | x | i | i | 0.2 | x
CC(C)(C)C(=O)NCc1ccc(C(=O)CN2C(=O)NC3(CCCC3)C2=O)s1 | 0.0% | -2.3% | 1.8% | -0.4% | 6.3% | i | i | 0.8 | -2.3%
O=C1Nc2cc(C(=O)N3CCN(Cc4ccccc4)CC3)ccc2SC1N1CCOCC1 (stereo not drawn) | -1.5% | -22.5% | -20.9% | 5.4% | 4.0% | x | i | 1.7 | 1.1%
COc1cccc(CNC(=O)C2CCN(S(=O)(=O)c3ccc4c(ccn4C)c3)CC2)c1 | -15.5% | -24.6% | x | -0.8% | 10.1% | x | i | x | x
CC(c1nc2ccccc2c(=O)[nH]1)N(C)c1ccc2ccccc2c1 (stereo not drawn) | 15.8% | -7.2% | -4.6% | 0.0% | -1.9% | i | i | -0.4 | 3.4%
CCNCCC(=O)N1c2ccccc2Sc2ccc(C(F)(F)F)cc21 | -13.3% | u | -14.8% | 13.2% | -3.4% | i | i | -8.2 | 0.6%
COc1ccc2oc(=Nc3cccc(F)c3)c(C(N)=O)cc2c1 | -16.2% | -15.5% | u | 6.3% | -6.0% | i | u | -0.5 | -6.3%
CCOc1ccc(OCC)c(NS(=O)(=O)c2c(C(=O)N3CCC(C)CC3)c(C)n(C)c2C)c1 | 0.2% | u | x | 0.4% | -8.2% | x | x | x | x
CC(C)[C@H](CO)NC(=O)[C@H]1O[C@@H](n2ccc(N)nc2=O)[C@H](O)[C@@H]1O | 3.1% | 4.7% | x | -1.0% | x | i | i | -2.1 | x
CN(Cc1ccccc1)C(=O)c1cccc(N2C(=O)C3CC=CCC3C2=O)c1 (stereo not drawn) | -1.2% | -9.5% | 0.5% | -0.4% | 0.6% | i | i | -0.2 | 2.1%
CN1OC[C@@H]2CN(S(=O)(=O)c3cccc(C(F)(F)F)c3)[C@H](c3ccc(-c4cc5ccccc5o4)cc3)C[C@@H]21 | -31.3% | -7.0% | x | -4.1% | x | i | i | -0.2 | x
O=C(CSc1nn(-c2ccccc2)c(=S)s1)Nn1cnnc1 | -2.2% | 2.1% | 3.6% | 0.1% | -0.9% | i | i | 0.3 | 0.9%
NC(=O)C[C@@H]1N[C@]2(C(=O)Nc3ccccc32)[C@@H]2C(=O)N(C3CCCCC3)C(=O)[C@H]12 | -4.6% | 17.5% | 9.2% | -0.8% | -0.2% | i | i | -1.4 | -3.7%
O=C(O)C1CCN(S(=O)(=O)c2ccc(N3CCCC3C(=O)O)c([N+](=O)[O-])c2)CC1 (stereo not drawn) | -1.1% | 5.3% | 0.8% | -0.6% | 1.6% | i | i | -1.2 | -1.4%
CC(NC(=O)C(=O)NCCCn1ccnc1)c1ccccc1 (stereo not drawn) | -2.9% | -13.5% | -0.2% | 0.4% | 1.3% | i | i | 0.1 | -0.2%
Nc1nnc(SCC(=O)OCc2ccc(F)cc2)s1 | -22.3% | 5.7% | -1.0% | 0.3% | 6.3% | i | i | -1.3 | 0.0%
COc1ccc(CN(C)S(=O)(=O)c2nnc(NC(=O)c3ccc(C)cc3)s2)cc1OC | 0.7% | 21.3% | 7.4% | 0.1% | -2.6% | i | i | -1.2 | u
N#CC1=C2SCC(O)(c3ccccc3)N2C(=O)CC1c1ccccc1 (stereo not drawn) | 0.8% | -12.8% | u | 8.9% | u | i | u | 3.8 | -3.2%
CCOc1cc(/C=N/NC(=O)c2cccnc2)ccc1OCc1ccc(C(=O)OC)o1 | -24.6% | u | 10.7% | 5.7% | 0.2% | i | i | -6.2 | -0.6%
COCCCNC(=O)Cn1ncc2ccsc2c1=O | 1.4% | 0.3% | 0.9% | -0.6% | -3.1% | i | i | 1.8 | 2.5%
O=c1ccn([C@@H]2O[C@H](CNCc3cccn3-c3ccncc3)[C@@H](O)[C@H]2O)c(=O)[nH]1 | -24.7% | -12.0% | x | -0.3% | x | i | i | -0.5 | x
COc1ccc2nc(NC(=O)c3cc(=O)c4cc(C)cc(C)c4o3)sc2c1 | -0.2% | 17.9% | 10.0% | 3.8% | -5.8% | x | i | x | x
CCS(=O)(=O)N1Cc2ccccc2CC1C(=O)Nc1ncc(C)s1 (stereo not drawn) | -13.1% | -20.5% | 25.2% | 7.9% | -7.7% | i | u | -5.0 | 0.8%

# From PubChem BioAssay
